TAG inh: reduces triacylglycerol accumulation in H9c2 cells. Nile Red lipid (TAG) fluorescence; cells loaded with 200 µM oleic acid. inhibition, % at 12.5 µM. 230,000 compounds, 0.66% hits. AID 651582;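 active = pattern-corrected inhibition of lipid staining of at least 50% with the nuclear-stain viability signal not falling by more than 50%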;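 note: 0% = DMSO wells and 100% = triacsin C control wells; some results filed as inactive read as strong as hits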
TAG inh DAPI viability: further read-out of TAG inh, marked with its call; DAPI nuclei signal change (viability), lower = more cytotoxic, %;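 whole-well DAPI fluorescence read on a plate reader as a viability signal; minus 50 percent equals half of cells still viable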
* marks the source's active call; other numbers are inactive results; . = no result given. Some of the compounds tested; the hit share may differ from the screen's.

The opening 15 records, ahead of the listing:
SMILES	TAG inh	TAG inh DAPI viability
Cc1ccc(Cn2c(C3CCCN3c3nc(-c4cc(Cl)c(N)c(Cl)c4)cs3)nc3cc(C(=O)NCCCO)ccc32)cc1 (configuration not stated)	-5.9	-8.7
O=C(Nc1ccc(CCC(=O)N2CCCC2)cc1)c1ncn[nH]1	13.4	-2.8
O=C(NCc1cccs1)c1cccnc1SCCS(=O)(=O)c1ccc(C(F)(F)F)cn1	0.6	0.9
Cc1ccc(NC(=S)NCCSc2ccc(Cl)cc2)cc1	1.8	-0.4
CCCc1nnc(NC(=O)c2cn(CC)c3cc(N4CCN(C)CC4)c(F)cc3c2=O)s1	25.3	-12.1
CC(C)c1ccc(NC(=O)Nc2nc(C(N)C3CCCCC3)cs2)cc1 (configuration not stated)	129.7*	.
COc1ccc(S(=O)(=O)N(CC(=O)NCC2CCCO2)Cc2ccccc2)cc1C (configuration not stated)	3.3	-8.2
CCOC(=O)c1sc(NC(=O)c2ccc(S(=O)(=O)N3CCOCC3)cc2)cc1C	37.3	-1.9
COc1ccc(NC(=O)CC2C(=O)Nc3ccccc3N2CC(=O)N2CCCC2)cc1 (configuration not stated)	-5.9	-10.1
O=C1NCC(c2ccccc2)C1C(=O)N/N=C/c1ccc(Cl)s1 (configuration not stated)	8.7	-12.0
COc1ccc(CC(=O)NC2CC(C)(C)NC(C)(C)C2)cc1	4.8	-0.1
CCn1c2c(c3ccc(OC)cc31)CCCC2=O	4.6	4.8
Cc1ccc2cc(CN(CC3CCCO3)C(=S)NCc3ccco3)c(=O)[nH]c2c1 (configuration not stated)	-14.0	4.0
O=C(Cn1cc([N+](=O)[O-])ccc1=O)Nc1ccc2c(c1)OCO2	4.5	-5.0
Cc1sc2ncnc(Nc3ccccc3)c2c1C	-4.1	7.7

The listing, from the first entry:
SMILES	TAG inh	TAG inh DAPI viability
Cc1ccc(Cn2c(C3CCCN3c3nc(-c4cc(Cl)c(N)c(Cl)c4)cs3)nc3cc(C(=O)NCCCO)ccc32)cc1 (configuration not stated)	-5.9	-8.7
O=C(Nc1ccc(CCC(=O)N2CCCC2)cc1)c1ncn[nH]1	13.4	-2.8
O=C(NCc1cccs1)c1cccnc1SCCS(=O)(=O)c1ccc(C(F)(F)F)cn1	0.6	0.9
Cc1ccc(NC(=S)NCCSc2ccc(Cl)cc2)cc1	1.8	-0.4
CCCc1nnc(NC(=O)c2cn(CC)c3cc(N4CCN(C)CC4)c(F)cc3c2=O)s1	25.3	-12.1
CC(C)c1ccc(NC(=O)Nc2nc(C(N)C3CCCCC3)cs2)cc1 (configuration not stated)	129.7*	.
COc1ccc(S(=O)(=O)N(CC(=O)NCC2CCCO2)Cc2ccccc2)cc1C (configuration not stated)	3.3	-8.2
CCOC(=O)c1sc(NC(=O)c2ccc(S(=O)(=O)N3CCOCC3)cc2)cc1C	37.3	-1.9
COc1ccc(NC(=O)CC2C(=O)Nc3ccccc3N2CC(=O)N2CCCC2)cc1 (configuration not stated)	-5.9	-10.1
O=C1NCC(c2ccccc2)C1C(=O)N/N=C/c1ccc(Cl)s1 (configuration not stated)	8.7	-12.0
COc1ccc(CC(=O)NC2CC(C)(C)NC(C)(C)C2)cc1	4.8	-0.1
CCn1c2c(c3ccc(OC)cc31)CCCC2=O	4.6	4.8
Cc1ccc2cc(CN(CC3CCCO3)C(=S)NCc3ccco3)c(=O)[nH]c2c1 (configuration not stated)	-14.0	4.0
O=C(Cn1cc([N+](=O)[O-])ccc1=O)Nc1ccc2c(c1)OCO2	4.5	-5.0
Cc1sc2ncnc(Nc3ccccc3)c2c1C	-4.1	7.7
CCCC(=O)Nc1nc2nc(-c3ccccc3)cc(-c3ccccc3)n2n1	52.2*	-4.2*
CCC(=O)Nc1c(C#N)c2nc3ccccc3nc2n1-c1ccc(C)cc1	6.9	12.4
Cc1nn(C)c(Cl)c1CN1CCN(C2CCCC2)C(CCO)C1 (configuration not stated)	16.4	-3.7
CCNc1ccc(C(=O)N/N=C/c2c(C)nn(-c3ccccc3)c2N2CCCC2)cc1[N+](=O)[O-]	-8.1	-12.0
CCCn1c(SCC(=O)N2CCc3ccccc32)nnc1-c1ccco1	-12.3	0.7
Cc1ccc(C)c(SCC(=O)Nc2oc(C)c3c(C)n[nH]c(=O)c23)c1	-4.7	6.3
Cc1cc(C(=O)COC(=O)CCC(=O)c2ccc3c(c2)OCCO3)c(C)n1Cc1ccco1	19.8	15.7
COc1ccc(NC(=O)CSc2ncnc3[nH]ncc23)cc1	-6.3	5.0
Cc1ccc2oc(=O)c3cnn(CC(=O)NC4CCCCC4C)c3c2c1 (configuration not stated)	10.3	-8.2
COc1ccc(CN2CCC(N3CCC(C(=O)N4CCOCC4)CC3)CC2)c(F)c1	-2.2	0.9
O=S(=O)(c1ccc(Cl)cc1)N1CCN(c2ccc(N3CCOCC3)nn2)CC1	-13.0	11.9
CC(=O)Nc1ccc(C(=O)OCCCOC(=O)c2ccc(NC(C)=O)cc2)cc1	1.3	-5.0
CC(C)(C)OC(=O)N/N=C/c1cn(-c2ccccc2)nc1-c1cccnc1	20.0	3.1
COc1ccc(S(=O)(=O)NCC(c2ccc3c(c2)OCO3)N2CCN(C)CC2)cc1OC (configuration not stated)	9.9	2.0
O=C(CSc1nc2ccccc2o1)NCc1ccc2c(c1)OCO2	-9.9	-2.4
CC1(C(=O)NS(=O)(=O)c2ccc(C#N)cc2)CCN1C(=O)CC1CC1 (configuration not stated)	9.9	0.8
Cc1ccn2cc(-c3cccc(NS(C)(=O)=O)c3)nc2c1	0.4	2.1
N/C(=N\OC(=O)c1ccc(Br)o1)c1cccnc1	8.0	-5.8
CSc1nc2ccc(NC(=O)c3nn(C(C)C)c(=O)c4ccccc34)cc2s1	-0.5	2.9
CCC(=O)NC(c1ccc(C)cc1)c1ccc2cccnc2c1O (configuration not stated)	77.2	-60.4
CCOC(=O)C1(CC2CCCCO2)CCN(S(=O)(=O)c2cccc(F)c2)CC1 (configuration not stated)	-2.8	-2.0
COCC(=O)N1CCC(n2nccc2NC(=O)c2ccccc2OC)CC1	11.4	11.5
COc1ccc(-n2c(SCC(N)=O)nc3sc4c(c3c2=O)CCC4)cc1	6.7	-7.6
CSCCC(NC(=O)c1ccccc1Cl)C(=O)NCc1ccncc1 (configuration not stated)	-7.9	4.2
CC1CN(C(=O)c2ccc(COc3ccc4ccccc4c3)o2)CC(C)O1 (configuration not stated)	7.3	-10.7
O=C(c1ccc(S(=O)(=O)Cc2cc(F)ccc2F)c([N+](=O)[O-])c1)N1CCCC1	-3.4	0.2
COc1ccc(NS(=O)(=O)c2cc(NC(=O)c3cnccn3)ccc2OC)cc1Br	21.8	-11.2
CCOC(=O)/C(C#N)=C(\N)C(C)C(=O)Nc1ccccn1 (configuration not stated)	8.0	-20.9
Cc1ccccc1Cn1c(=O)n(CC2CCC(C(=O)NCCc3ccccc3)CC2)c(=O)c2ccccc21 (configuration not stated)	12.9	9.3
CC(c1ccc2c(c1)OCO2)n1c(=S)[nH]c2ccccc2c1=O (configuration not stated)	-45.6	-8.3
CC[C@@H]1Cc2cc(O)ccc2C2=C1c1ccc(O)cc1C[C@H]2CC	-17.7	30.0
Cc1ccc(S(=O)(=O)N2CC3CCC2C3)cc1 (configuration not stated)	-4.7	0.6
CC1(c2ccccc2)NC(=O)N(CC(=O)Nc2ccccc2C(=O)NC2CC2)C1=O (configuration not stated)	-11.7	5.1
O=C(CNC(=O)c1ccccc1)NCC(=O)OCC(=O)c1ccccc1Cl	12.4	-1.1
CCCN1Cc2cccc(C(=O)Nc3ccc(CC)cc3)c2C1=O	42.8	-9.1
Cc1noc(C)c1S(=O)(=O)N(C)C[C@H]1Oc2c(cccc2N(C)C)C(=O)N([C@H](C)CO)C[C@@H]1C	-4.9	1.8
CCCCN(C)C(=O)c1sc(=O)n(Cc2ccccc2C#N)c1C	0.2	3.9
COc1ccccc1-c1c(C)nn2c(N3CCC4(CC3)OCCO4)cc(C)nc12	17.5	3.5
O=C1CC(N2CCC(c3nc4ccccc4[nH]3)CC2)C(=O)N1c1ccccc1F (configuration not stated)	-4.4	-7.7
O=C(CCS(=O)(=O)c1ccc(Cl)cc1)Nc1nccs1	7.1	4.0
COc1ccc(CNC(=O)c2cnc3scc(C)n3c2=O)cc1	-2.1	-0.9
CC(C)N(C)c1ncnc2c1ncn2[C@H]1CN(Cc2ccco2)C[C@@H](CO)O1	4.4	5.0
COC(=O)c1sccc1NC(=O)c1cc(-c2ccc(C)cc2C)nc2ccccc12	-15.5	10.2
Cc1ccccc1NC(=O)NCCc1nc2ccccc2[nH]1	1.8	7.9
COc1c(C(=O)NC(=S)Nc2nnn(C)n2)cc2ccccc2c1Br	-3.1	6.6

Remaining list, next part:
SMILES	TAG inh	TAG inh DAPI viability
COc1ccc(CN(Cc2ccc(OC)cc2)C(=O)c2cccs2)cc1	-9.7	4.6
O=C(CNC(=O)c1ccc(Cl)cc1Cl)OCC(=O)N1CCCC1	0.8	-0.6
Cc1cc2cc(C)c(NCCNC(=O)c3cccc(F)c3)nc2cc1C	1.1	28.8
Cc1cc(C)c(NC(=O)CNC(=O)CSc2nnc(N)s2)c(C)c1	-12.3	-3.7
CCOc1ccc(NC(=O)CN(C)C(=O)C2CSC3(C)CCC(=O)N23)cc1OCC (configuration not stated)	-5.4	8.2
Cc1ncnc(N)c1CCCNc1ccccc1	-4.3	-6.1
O=C(C[C@H]1C/C=C\C[C@H](Cc2ccc(F)cc2)C(=O)OCCNC1=O)NCCO	5.9	-8.9
CNc1ccccc1C(=O)OCC(=O)N1CCN(c2ccc(OC)cc2)CC1	6.0	16.6
Cc1cc(C)n(-c2nc(NCCCN(C)C)c3c4c(sc3n2)CCCC4)n1	108.2	-66.9
C#CCOCCOCCOCCNc1nc(N2CCN(C(=O)[C@H](CCCCN)n3cc(CCCC)nn3)CC2)nc(N2CCN(C(=O)[C@H](CCCCN)n3cc(CCC(=O)O)nn3)CC2)n1	0.6	-2.6
CCN(CC(=O)Nc1ccc(NC(C)=O)cc1)C(=O)c1ccc(C(=O)c2ccccc2)cc1	-2.9	-4.9
COc1ccc(N/C=C\C(=O)c2ccc3c(c2)OCO3)cc1	-1.8	3.8
O=C(O)C(Cc1cccs1)c1cccs1 (configuration not stated)	-9.6	-3.8
Cc1occc1C(=O)NNC(=O)c1ccc(Br)o1	-9.0	-14.5
Cc1ccccc1NC(=O)C(Cc1ccccc1)n1cccc1 (configuration not stated)	-17.7	3.8
CCCC(C)NC(=S)NC(=O)c1cc(S(=O)(=O)N2CCOCC2)ccc1C (configuration not stated)	-3.2	-1.5
O=C(CCCNS(=O)(=O)c1cccs1)N1CCN(c2cccc(Cl)c2)CC1	-4.9	16.4
NC(=O)c1cc(C(=O)c2cccc(Cl)c2Cl)c[nH]1	-12.3	2.5
O=C(c1ccncc1)N(Cc1ccccc1)Cc1nc2ccccc2c(=O)[nH]1	2.6	2.1
Cc1cccn2c(=O)c3cc(C(=O)N4COCC4(C)C)n(C)c3nc12	4.0	22.2
C=CCOc1ccc(/C=C/C(=O)OCC(=O)N2CCCc3ccccc32)cc1	-30.3	-6.6
Cc1c(NC(=O)NCCN2C(=O)C3C4C=CC(C4)C3C2=O)c(=O)n(-c2ccccc2)n1C (configuration not stated)	9.3	7.5
COCCNC(=O)C1(C)CCCN(C(=O)c2ccc(F)cc2Cl)C1 (configuration not stated)	-15.7	4.6
CC1(C(=O)Nc2cccc(C(F)(F)F)c2)Cc2c(-c3cccc(C(F)(F)F)c3)ccnc2O1 (configuration not stated)	-11.5	13.3
O=C(c1cc(Br)ccc1Cl)N1CCN(c2ccc(N3CCOCC3)nn2)CC1	7.4	7.0
CCCCCCNC(=O)O[C@H]1C[C@@H]2C(=O)N(c3ccccc3)C(=O)[C@@H]2[C@@H]2CN(S(=O)(=O)c3ccc(C)cc3)C[C@]12O	2.6	-8.0
O=C(NCCc1ccc(F)cc1)c1ccc(NS(=O)(=O)c2ccc3[nH]c(=O)[nH]c3c2)cc1	6.9	2.8
CC(C)CN(C(=O)COC(=O)/C=C/c1cccs1)c1c(N)n(Cc2ccccc2)c(=O)[nH]c1=O	20.2	-3.2
Oc1ccc(/C=N/N2CCN(C3c4ccccc4-c4ccccc43)CC2)c(O)c1	0.6	0.7
COc1cccc(CNC(=O)CCC2CCCN(C(=O)c3cccc4c(C)c(C)[nH]c34)C2)c1 (configuration not stated)	-15.3	5.9
CCCCCCCNC(=O)C1(CC2CC(c3cccc(Br)c3)=NO2)CCN(C(=O)C2CCCC2)CC1 (configuration not stated)	9.0	-8.7
O=C(CSc1cccc[n+]1[O-])Nc1ccc(C(F)(F)F)cc1[N+](=O)[O-]	-5.3	4.9
CCSc1nc2c(c(=O)[nH]1)C(c1ccc(C)cc1)C1=C(CCCC1=O)N2 (configuration not stated)	-3.3	10.7
COC(=O)c1ccccc1NC(=O)CCNC(=O)Cn1cnc2ccccc2c1=O	-5.6	-5.2
CC(=O)c1sc2nsc(SCCN3CCCCC3)c2c1N	1.3	-4.4
CN(c1ccc(OCCOc2ccccc2Cl)cc1)S(=O)(=O)c1ccccc1	-18.4	6.8
CCc1nc2ccc(C(=O)NCc3cccs3)cn2c1N(CC)CCN(C)C	15.5	-12.1
O=C(C[C@H]1C/C=C\CC[C@@H](Cc2ccc(F)cc2)C(=O)O[C@@H](c2ccccc2)CNC1=O)N[C@@H](CO)Cc1ccccc1	7.0	7.0
C/C(=N/OC(=O)C1CC12CCC2)c1ccc(Br)cc1 (configuration not stated)	-2.2	-3.7
CCc1ccc(CN/C=C/C(=O)c2ccc(Br)cc2)cc1	-13.5	-3.4
CCOC(=O)COc1ccc2nsnc2c1Cl	-9.3	4.6
Cc1ccc2nc(SCC(=O)Nc3ccc(F)c([N+](=O)[O-])c3)[nH]c2c1	-12.5	19.8
COc1cc(CCC(=O)OCC(=O)Nc2cc(S(=O)(=O)N3CCOCC3)ccc2Cl)cc(OC)c1OC	5.9	-6.3
CCN1CCn2c3c(c4cc(Cl)ccc42)CCCC31 (configuration not stated)	17.8	8.4
CC1(C)CC(=O)C(N=Nc2ccc(-c3ccccc3)cc2)=C(O)C1	-2.9	-3.9

Assay outcomes deposited in PubChem by Sanford-Burnham Center for Chemical Genomics.
